# Compound activity: PubChem, several laboratories
# RmlCD inh 1536: blocks M. tuberculosis RmlC and RmlD coupled enzymes; P9WH09+P9WH11; RmlC+RmlD coupled enzyme assay, percent inhibition; primary screen in compound mixtures; inhibition, % at 3.6 µM; hit rate 0.03% among 160,000; AID 1533; in the data active means inhibition mostly above about 34%, no sharp cut-off; further: some results filed as inactive read as strong as hits
# Target sequence (P9WH09 whole entry, looked up): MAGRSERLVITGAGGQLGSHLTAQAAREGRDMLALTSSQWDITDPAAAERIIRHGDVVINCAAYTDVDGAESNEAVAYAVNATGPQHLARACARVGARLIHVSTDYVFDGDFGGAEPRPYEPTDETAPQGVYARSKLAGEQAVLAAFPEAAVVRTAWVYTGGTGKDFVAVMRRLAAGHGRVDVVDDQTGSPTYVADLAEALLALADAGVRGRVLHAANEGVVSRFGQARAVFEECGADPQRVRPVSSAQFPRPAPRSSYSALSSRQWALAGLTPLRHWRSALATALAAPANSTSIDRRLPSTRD
# Target sequence (P9WH11 whole entry, looked up): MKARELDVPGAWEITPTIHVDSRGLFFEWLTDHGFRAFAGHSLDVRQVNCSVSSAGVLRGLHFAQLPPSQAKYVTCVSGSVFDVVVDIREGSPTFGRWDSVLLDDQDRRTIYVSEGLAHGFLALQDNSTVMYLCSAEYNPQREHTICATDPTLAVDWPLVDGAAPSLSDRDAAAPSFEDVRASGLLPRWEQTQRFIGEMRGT
# M. tuberculosis GlmU: inhibition of mycobacterial GlmU enzyme – biochemical, glucosamine-1-phosphate acetyltransferase (AID 1376). hit rate 0.25% among 220,000. M. tuberculosis GlmU acetyltransferase enzyme assay; higher % means a stronger effect. inhibition, %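 (tested at 30 µM in the primary screen)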; hits with a dose series show IC50 in µM; in the data active means inhibition above about 13%;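 further: 0% = complete reaction with vehicle and 100% = reaction without substrate; strong numbers were not always called active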
# Numbers without * were called inactive; · = no result given. A portion of the library; count on the stated rates, not on these rows.
SMILES,RmlCD inh 1536,M. tuberculosis GlmU
COCCN(C(=S)Nc1cccc(C)c1C)C(C)c1ccco1 (stereo unspecified),-4,2.7%
Clc1ccc(COn2c(-c3ccc(Cl)cc3)nc3ccccc32)cc1,-8,-5.6%
CCOC(=O)c1sc(NC(=O)CCN2CCOCC2)c(C(=O)OCC)c1C,8,5.1%
CC1(CCc2ccccc2)NC(=O)N(CC(=O)Nc2ccc(S(N)(=O)=O)cc2)C1=O (stereo unspecified),11,1.8%
CS(=O)(=O)Nn1cnc2ccccc2c1=O,-2,3.6%
Fc1ccc(Oc2nnnn2-c2ccccc2)cc1,-4,0.4%
COc1ccc2ccc(Oc3ncccn3)cc2c1,4,5.8%
O=C(NCc1ccc(F)cc1)c1c(O)c2cccc3c2n(c1=O)CCC3,·,0.7%
O=C(NC1CCCCC1)C1CCN(c2nccs2)CC1,·,1.4%
O=C(c1ccccc1)c1nnc(-c2ccncc2)o1,15,-4.4%
CCC(=O)Nc1cccc(C(=O)/C=C/c2ccc(F)cc2)c1,3,-4.1%
O=C(NNC(=O)C1C2CCC(C2)C1C(=O)O)c1ccc(Br)o1 (stereo unspecified),-9,-0.3%
Cc1ccc(C(=O)CSc2nnc(-c3ccco3)n2C)cc1,13,-0.2%
Cc1cc(C)n2nc(-c3sccc3-n3c(C)ccc3C)cc2n1,-4,1.8%
O=C(CC1CS(=O)(=O)CC1CC(=O)Nc1ccc2c(c1)OCCO2)Nc1ccc2c(c1)OCCO2 (stereo unspecified),-2,2.7%
COc1ccc2[nH]c(=O)c(CN(C(=O)c3ccncc3)C(C)(C)C)cc2c1,-4,-7.8%
CC1(C)OC(=O)C(=NNc2ccc(C(=O)O)cc2)C(=O)O1,4,6.1%
O=c1ccc(S(=O)(=O)N2CCC(Cc3ccccc3)CC2)c[nH]1,·,5.7%
C/C(=N\NC(=O)c1csc(C)c1C)c1ccc(C)s1,-10,-0.5%
O=C(CCl)Nc1ccc(Oc2cnc3ccccc3n2)cc1,0,1.9%
CN1CCN(C(=O)c2cccc(COc3cc(Cl)ccc3Cl)c2)CC1,4,3.9%
CN(Cc1cccs1)C(=O)COc1cccc(-n2cnnn2)c1,15,-2.4%
C=CCN1CC2CC3(COc4cc(C)cc(C)c4)C=CC2(O3)C1=O (stereo unspecified),-7,1.0%
CC(/C=C/c1ccc2c(c1)OCO2)=N\NC(=O)C(O)c1ccccc1 (stereo unspecified),-15,0.1%
CCc1ccc(CN2CCN(Cc3cc(Br)ccc3O)CC2)cc1,1,-6.6%

# 6 structures from above, ordered by number of heavy atoms, largest number first.
SMILES,RmlCD inh 1536,M. tuberculosis GlmU
O=C(CC1CS(=O)(=O)CC1CC(=O)Nc1ccc2c(c1)OCCO2)Nc1ccc2c(c1)OCCO2 (stereo unspecified),-2,2.7%
CCOC(=O)c1sc(NC(=O)CCN2CCOCC2)c(C(=O)OCC)c1C,8,5.1%
CN1CCN(C(=O)c2cccc(COc3cc(Cl)ccc3Cl)c2)CC1,4,3.9%
CN(Cc1cccs1)C(=O)COc1cccc(-n2cnnn2)c1,15,-2.4%
Cc1ccc(C(=O)CSc2nnc(-c3ccco3)n2C)cc1,13,-0.2%
CS(=O)(=O)Nn1cnc2ccccc2c1=O,-2,3.6%

# Other records:
SMILES,RmlCD inh 1536,M. tuberculosis GlmU
CCOC(=O)c1nc(N)sc1C(=O)OCC,·,2.4%
O=C(Nc1cccc(C(F)(F)F)c1)N(Cc1ccc(Cl)cc1)CC(O)C(F)(F)F (stereo unspecified),2,2.0%
Cc1cc(C)c2c(CC(=O)NCCc3ccccc3)coc2c1,-6,0.3%
CS(=O)(=O)N1CCc2cc(-c3csc(NC(=O)Cc4ccccc4)n3)ccc21,·,2.3%
Cc1nnsc1Sc1ccccn1,5,-2.2%
CSc1nc2c(c(=O)[nH]c(=O)n2C)n1C/C=C(\C)Cl,12,-2.5%
CC1(C)Cc2c(c(N3CCOCC3)nc3sc4c(NCc5ccccc5)nnnc4c23)CS1,·,2.0%
O=S1(=O)C=C(Oc2ccc(F)cc2)c2ccccc21,4,-1.6%
COc1cc(C(=O)COC(=O)Cc2cnc3sccn23)cc(OC)c1OC,-5,9.2%
O=C(O)c1ccc(/C=N/N2CCN(C3c4ccccc4-c4ccccc43)CC2)cc1,-6,8.2%
CCN(CC)C(=O)CSc1nc(-c2ccccc2)ccc1C#N,-6,-2.0%
Cc1ccccc1NC(=O)NCCCN1CCCC1,-5,1.3%
CCN=C1SC(CC(=O)NCCc2ccc(OC)c(OC)c2)C(=O)N1CC (stereo unspecified),·,-3.6%
CCOC(=O)c1cnc(-n2nc(C)cc2C)nc1NC,-2,5.8%
CNC(=O)c1c(Cl)cnn1-c1ccccc1,·,-1.3%
Cc1cc(C)n(CC(O)COc2ccccc2C)n1 (stereo unspecified),10,-1.1%
CC(C)NC(=O)COC(=O)c1ccc(O)cc1,-3,9.4%
COC(=O)CC1=NN(c2ccc(OC)cc2)C(=O)/C1=C\c1ccc(Cl)cc1,-11,3.7%
COc1ccc2[nH]c(=O)c(CN(c3ccc(C)c(C)c3)S(C)(=O)=O)cc2c1,11,3.9%
CS(=O)(=O)N(Cc1nc2sc3c(c2c(=O)[nH]1)CCCC3)C1CCCCC1,·,-5.6%
O=C(Cc1c[nH]c2ccccc12)NCc1cccs1,10,-0.3%
O=C(c1ccco1)N1CCN(S(=O)(=O)c2ccc3c(c2)OCCO3)CC1,·,-0.9%
Cc1ccc(Sc2c([N+](=O)[O-])c(C)nn2C)cc1,4,8.2%
O=C(CSc1nc(-c2ccccc2)nc2ccc(F)cc12)Nc1cccc(C(=O)O)c1,2,2.1%
COc1ccc(-n2nnnc2SCC(=O)Nc2ccccc2N2CCOCC2)cc1OC,20,2.4%

# Quoted at random: four compounds from above
SMILES,RmlCD inh 1536,M. tuberculosis GlmU
COc1cc(C(=O)COC(=O)Cc2cnc3sccn23)cc(OC)c1OC,-5,9.2%
Cc1ccccc1NC(=O)NCCCN1CCCC1,-5,1.3%
Cc1nnsc1Sc1ccccn1,5,-2.2%
O=S1(=O)C=C(Oc2ccc(F)cc2)c2ccccc21,4,-1.6%

# Next section
SMILES,RmlCD inh 1536,M. tuberculosis GlmU
Cc1cc(C)nc(N2CCC(C(=O)NCc3ccccc3F)CC2)n1,·,2.7%
O=C(NCCN1Cc2ccccc2C1=O)c1cccs1,·,0.8%
O=C(Nc1ccccc1N1CCCC1)c1ccc([N+](=O)[O-])cc1Cl,3,-2.3%
Cn1nnc2cc(NC(=O)NCc3ccc4c(c3)OCO4)ccc21,-3,-6.2%
CC1(C)C(=O)Nc2ccccc2N1C(=O)COC(=O)c1cc(S(=O)(=O)N2CCOCC2)ccc1F,13,-1.4%
O=C(CC1Sc2ncnn2C1=O)Nc1ccc(Cl)cc1 (stereo unspecified),5,-0.7%
CC1=CCC2C(=O)N(CCc3c[nH]c4ccccc34)C(=O)C2C1 (stereo unspecified),·,-0.5%
COC(=O)c1ccc2c(=O)n(CCCCCC(=O)O)c(=O)[nH]c2c1,·,1.5%
CC12CCC(C(=O)Nc3cccnc3)(CC1=O)C2(C)C (stereo unspecified),-2,1.1%
CCCCCn1c2nc3ccccc3nc2c2c(=O)n(CC(C)C)cnc21,4,4.7%
COc1ccc(NC(=O)CSc2nncn2C)cc1OC,·,-5.7%
CCOC(=O)Cn1cc(C(=O)C(C)(C)C)c2ccccc21,-10,0.8%
CNC(=O)ON(C(=O)NC)C1N(C)C(=S)SC1(C)C (stereo unspecified),4,5.5%
CCC(O)(c1ccc(OC)cc1)C(CN1CCOCC1)c1ccccc1 (stereo unspecified),-8,0.3%
CC(=O)c1cccc(NC(=O)CSCc2ccccc2)c1,4,3.4%
CC(C)(C)c1ccc(OCC(=O)N/N=C/c2ccsc2)cc1,16,-3.3%
Cc1ccc(-c2[nH]c3ccccc3c2C(C[N+](=O)[O-])c2ccco2)cc1 (stereo unspecified),·,-0.8%
O=C(CC1Oc2ccccc2NC1=O)NCCCN1CCCC1=O (stereo unspecified),·,4.7%
CCCn1nnnc1NC(=O)c1ccc(C)cc1Cl,14,3.4%
Cc1ccccc1NC1=C(Cl)C(=O)OC1OC(C)C (stereo unspecified),·,-5.2%
Cc1ccc(Nc2nnc(SCC(=O)Nc3cc(C(=O)O)ccc3C)s2)c(C)c1,3,0.7%
CCOc1ccc(Cc2nn[nH]n2)cc1,·,-3.1%
CCN(CC)c1ccc(NC(=O)C2CC(=O)N(Cc3ccccc3)C2)cc1 (stereo unspecified),9,3.5%
Cc1ccccc1OCCN1C(=O)NC2(CCc3ccccc32)C1=O (stereo unspecified),·,8.8%
O=C(Nc1ccccc1N1CCOCC1)c1cccnc1Cl,3,-8.6%
CC(=O)c1c(C)[nH]c(C(=O)OCc2ccc(F)cc2Cl)c1C,6,5.7%
COc1cc2c(cc1OC)C(C(=O)Nc1ccc3c(c1)OCCO3)C1c3ccccc3CCN1C2=O (stereo unspecified),8,3.0%
O=C(CSc1nccn1-c1ccc(F)cc1)Nc1ccc2c(c1)OCO2,18,2.0%
CC(=O)NC(CCS(C)(=O)=O)C(=O)Nc1c(C)cccc1C (stereo unspecified),-3,7.5%
O=C(CN1CC(=O)Oc2ccccc21)OCC(=O)c1cccc(Br)c1,·,4.4%
CN(C)c1ccc([C@@H]2[C@@H]([N+](=O)[O-])[C@H]3C=Cc4ccccc4N3[C@H]2C(=O)c2ccc(Cl)cc2)cc1,-4,-4.6%
O=C(Oc1ccc2c(c1)CCC2)N1CCOCC1,1,-4.5%
CCC(=O)OC1(c2ccccc2)CCN(C)CC1C (stereo unspecified),8,-1.2%
NS(=O)(=O)c1ccc(CCNC(=O)c2cc(-c3ccccn3)nc3ccc(Br)cc23)cc1,2,1.1%
CCC(=O)Nc1nc2c(c(=O)[nH]1)CCCC2,-8,-6.1%
COc1cccc(CNC(=O)CCC2CCCN(Cc3cc4ccccc4o3)C2)c1 (stereo unspecified),-5,2.8%
Fc1ccc(C2CC(c3ccccc3)Nc3ncnn32)cc1 (stereo unspecified),·,-1.9%
CC(=O)OCC#CCSc1nc2ccccc2n1C,·,4.3%
CCOc1cccc(=NC2CCCCC2)c2c(C)[nH]c(C)c12,5,-5.1%
COC(=O)c1cn(Cc2cccnc2)c(=O)c2ccccc12,-9,3.0%
COC(=O)[C@H](Cc1ccccc1)NC(=O)[C@@]1(C)C[C@@H]1[C@@H](NC(=O)OCc1ccccc1)c1ccccc1,·,4.7%
CCS(=O)(=O)c1ccc2oc(Nc3ccccc3C)nc2c1,6,6.5%
COc1cc([C@H]2c3[nH]c4ccccc4c3C[C@H]3C(=O)N4[C@@H](c5cc(OC)c(OC)c(OC)c5)c5[nH]c6ccccc6c5C[C@H]4C(=O)N23)cc(OC)c1OC,·,-1.3%
O=C(NNC(=O)C12CC3CC(CC(C3)C1)C2)[C@@H]1C[C@H]1c1ccccc1,2,5.8%
CCc1nc(SCc2ccc(F)cc2)[nH]c(=O)c1C#N,·,2.7%
O=C(O/N=C1/CCSc2ccccc21)c1ccccc1,-4,3.6%
Cc1ccc(CN2CCN(Cc3cccn3-c3ccc(Cl)cn3)CC2CCO)o1 (stereo unspecified),·,-5.5%
CC(=O)n1nc(-c2ccco2)nc1N,3,0.8%
CCn1c2ccccc2c2nnc(SCC(=O)N3CC(C)OC(C)C3)nc21 (stereo unspecified),3,-1.6%
COc1ccc(Br)cc1S(=O)(=O)N1CCCC1,·,14%*

# Next section
SMILES,RmlCD inh 1536,M. tuberculosis GlmU
CSc1sc(C(=O)N2CCCCC2)c(-c2cccs2)c1C#N,-6,2.5%
Cn1c(=O)c(-c2ccccc2N)nc2ccccc21,3,5.3%
O=C(c1ccccc1)N1CCN(c2ccc(Cl)cc2)CC1,15,8.7%
Cn1nnnc1SC(C(=O)Nc1ccc(F)cc1)c1ccccc1 (stereo unspecified),5,1.9%
CCC(C)C(NC(=O)OC(C)(C)C)C(=O)NC(C)C(N)=O (stereo unspecified),7,1.8%
Cc1nn(CCCC(=O)NCc2ccc(F)cc2)c(C)c1[N+](=O)[O-],9,-1.4%
COc1ccc(NC(=O)c2ccc(OCc3c(C)noc3C)c(OC)c2)cn1,5,1.4%
CC(=O)n1cc([C@H]2C=C(C(N)=O)O[C@@H](OCc3ccc(CO)cc3)C2)c2ccccc21,·,1.4%
N#CC(C#N)=C1C=CC=CN1/C(=C\c1ccco1)C(=O)c1ccc(-c2ccccc2)cc1,8,-1.1%
COc1ccc(/C=C\C(=O)Oc2cccc(/C=N/NC(=O)Cc3ccc(OC)c(OC)c3)c2)cc1,-6,6.3%
NC(=O)NC(=O)CSc1nc2cc([N+](=O)[O-])ccc2n1-c1cccc(C(F)(F)F)c1,8,3.6%
COc1ccc(NC(=O)c2cccc([N+](=O)[O-])c2)cc1,-11,1.2%
CC(=O)N(CCC(c1ccco1)C(C)C)Cc1ccc(OC(C)C)cc1 (stereo unspecified),45,1.4%
COc1ccc2c(C)cc(Sc3nnnn3-c3ccccc3)nc2c1,15,0.3%
